Compound activity from PubChem BioAssay.
M. tuberculosis HTS: M. tuberculosis growth inhibition, HTS (AID 449762); one-dose inhibition, % at 25 µM; IC50 in µM for titrated hits; M. tuberculosis H37Rv growth inhibition, 7H9 media; higher % means a stronger effect; 0.59% of 330,000 active; in the data active = a potency from the dose series; inconclusive = inhibition above about 70% without an active follow-up result;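 note: bacterial growth assessed after seven days of incubation; strong numbers were not always called active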
influenza NS1A: H1N1 influenza NS1A inhibitors, functional cell based assay (AID 504329) | inhibition, % at 12.5 µM; hits with a dose series show IC50 in µM | 0.3% of 340,000 active | NS1A functional cell-based assay, percent inhibition; higher % means a stronger effect; in the data active = a potency from the dose series; inconclusive = inhibition above about 27% without an active follow-up result; note: strong numbers were not always called active
PhoP GFP inhibition: PhoP regulon inhibitors, Salmonella typhi PhoP promoter GFP reporter, confirmatory (AID 1850) | one-dose inhibition, % at 50 µM; IC50 in µM for titrated hits | Salmonella Typhi PhoP-promoter GFP reporter, fluorescence, 4 h; higher % means a stronger effect | 0.33% of 310,000 active; in the data active = a potency from the dose series; inconclusive = inhibition mostly from about 25% at the one dose, without a potency; inactive = the rest, 99 in 100 with inhibition below about 19%;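 note: 0% = induced wells with vehicle and 100% = uninduced wells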
tuberculosis growth: growth inhibition of non-replicating M. tuberculosis (AID 488890); Mycobacterium tuberculosis non-replicating, growth inhibition; higher % means a stronger effect; one-dose inhibition, % at 25 µM; IC50 in µM for titrated hits; 0.39% of 320,000 active; in the data active = a potency from the dose series; inconclusive = inhibition mostly from about 82% at the one dose, without a potency; inactive = the rest, 99 in 100 with inhibition below about 76%;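 note: plate controls were DMSO cells for no effect and high antibiotic wells for full effect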
inhibitors of VEEV: inhibitors of VEEV TC-83 cytopathic effect, confirmation, Vero cells (AID 588727); Vero cells, VEEV TC-83 cytopathic effect inhibition; higher % means a stronger effect; inhibition, % at 20 µM, or IC50 in µM where a hit was titrated; 0.13% of 350,000 active; in the data active = a potency from the dose series; inconclusive = inhibition mostly from about 14% at the one dose, without a potency; inactive = the rest, 99 in 100 with inhibition below about 12%; note: strong numbers were not always called active
inhibitors of VEEV 10K pilot screen: also measured in inhibitors of VEEV; calls as there; inhibition, %; measured here: 10K pilot screen inhibition
Starred values were filed as active, the others as inactive; i = inactive; ? = inconclusive; nt = not tested or not shown.

SMILES	M. tuberculosis HTS	influenza NS1A	PhoP GFP inhibition	tuberculosis growth	inhibitors of VEEV	others
Cc1ccc(NC(=S)NC(NC(=O)c2ccccc2C)C(Cl)(Cl)Cl)c(C)c1 (centres undefined)	-7%	8%	-9%	56%	2.4%
Cc1cccc(NC(=O)CN2C(=O)NC3(CCCCCCC3)C2=O)c1C	7%	-22%	nt	-4%	0.2%
C=C(C)c1cccc(C(C)(C)NC(=O)Nc2ccccc2OCC)c1	5%	-4%	-6%	-7%	2.2%
COc1ccccc1/C=C\C=N\n1c(-c2ccc(Cl)cc2Cl)n[nH]c1=S	15%	3%	-6%	-8%	0.8%
COc1cc(OC)cc(-c2nnc(SCc3cccnc3)o2)c1	8%	-4%	19%	5%	1.8%
O=C(c1ccc(-c2ccccc2Cl)o1)N1CCCCCCC1	nt	-10%	nt	nt	5.4%
Cc1ccc(S(=O)(=O)CCC(=O)N2CCN(c3ccc([N+](=O)[O-])cc3)CC2)cc1	11%	-5%	3%	17%	0.1%
COc1ccc(CNC(=O)CCS(=O)(=O)Cc2ccc(C)cc2)c(OC)c1	-8%	-6%	-16%	12%	0.1%
CC(C)c1ccc(NC(=O)CCNC(=O)N2C[C@H]3C[C@@H](C2)c2cccc(=O)n2C3)cc1	-6%	1%	4%	-31%	0.9%
Cc1cc(C)nc(NCC(O)COc2ccccc2C)n1 (centres undefined)	10%	-3%	-1%	0%	8.7%

Continued (2 carried over from the part before).
SMILES	M. tuberculosis HTS	influenza NS1A	PhoP GFP inhibition	tuberculosis growth	inhibitors of VEEV	others
CC(C)c1ccc(NC(=O)CCNC(=O)N2C[C@H]3C[C@@H](C2)c2cccc(=O)n2C3)cc1	-6%	1%	4%	-31%	0.9%
Cc1cc(C)nc(NCC(O)COc2ccccc2C)n1 (centres undefined)	10%	-3%	-1%	0%	8.7%
Cc1ccc(NC(=O)COC(=O)c2cccnc2)cc1	6%	-1%	-1%	-4%	1.8%
COc1ccccc1CNC(=O)CSc1nc2c(oc3ccccc32)c(=O)n1CC1CCCO1 (centres undefined)	-3%	-10%	6%	-9%	1.9%
Cn1c(CNC(=O)c2ccccc2F)cc2ccccc21	3%	1%	10%	28%	0.5%
COc1ccccc1OCC#CCN1CCCC1	-1%	-3%	7%	7%	0.8%
COC(=O)c1ccc2c(c1)NC1=C(C(=O)CC(C)(C)C1)C(c1ccncc1)N2 (centres undefined)	-4%	-2%	-9%	7%	1.4%
O=C(Nc1ccc2nc(C3CC3)n(Cc3ccc(F)cc3)c(=O)c2c1)c1ccco1	-9%	-1%	-5%	30%	1.2%
CCC(=O)OCC(=O)Nc1ccc([N+](=O)[O-])cc1OC	5%	-3%	3%	10%	4.6%
O=C(Nc1cccc(-c2nc3ccccc3o2)c1)c1cccnc1	5%	-1%	1%	-11%	2.7%
CCCN(C(=O)COC(=O)CC1CCCCC1)c1c(N)n(Cc2ccccc2)c(=O)[nH]c1=O	2%	-2%	-6%	-2%	3.8%
O=C(NNS(=O)(=O)c1ccc(Cl)cc1)NC1CCCCC1	-4%	-3%	-6%	16%	i
CCOc1cc(CO)cc(Br)c1OCC(=O)Nc1ccccc1C	9%	9%	-6%	22%	1.7%
CCCCCCCN1C/C=C\C(c2ccc(OC)cc2)N(Cc2ccc(F)cc2)C(=O)[C@H]1Cc1ccccc1 (some centres undefined)	1%	11%	-3%	5%	0.6%
Cc1ccc(C)c(-c2csc(N)c2C(=O)OC(C)C)c1	1%	-1%	9%	7%	2.8%
CSCCC(NC(=O)c1ccccc1)C(=O)Nc1ccncc1 (centres undefined)	-2%	6%	nt	-5%	0.2%
CC(=O)c1ccc(N2CCN(C(=O)Nc3cccc(F)c3)CC2)cc1	1%	3%	-6%	52%	3.6%
Cc1cc(Oc2ccccc2)nc(N2CCOCC2)n1	-7%	6%	-4%	-6%	1.3%
CCOCCCn1c(SCC(=O)N2CCOCC2)nc2ccccc2c1=O	4%	3%	3%	-22%	0.9%
CCCn1c(SCC(=O)N2CCCCC2)nc2c1c(=O)n(C)c(=O)n2C	-9%	-22%	-4%	-6%	0.3%
Cc1cc(=O)oc(C)c1C(=O)NCC(C)C	0%	3%	-5%	12%	i
Cc1c([N+](=O)[O-])cc(C(=O)Nc2ccc(NC(=O)c3ccco3)cc2)cc1[N+](=O)[O-]	5%	1%	8%	-13%	3.1%
O=C(NCc1ccc2c(c1)OCO2)C12CC3CC(CC(C3)C1)C2	-4%	2%	-1%	8%	i
CC(=O)Nc1cccc(C(=O)NC2CCCc3c2cnn3-c2ccc(C(C)(C)C)cc2)c1 (centres undefined)	?	7%	-17%	26%	2.9%
CC(=O)c1ccc(S(=O)(=O)Nc2cccc(-c3cn4c(n3)SCC4)c2)cc1	-3%	9%	1%	10%	1.1%
COCCCNC(=O)CSc1nc2ccccc2c(=O)n1CCCN1CCCCC1	-2%	19%	5%	-11%	i
CN(C(=O)c1cccc(NC(=O)Cc2ccc(NC(=O)C3CCCN(C(=O)C4CCCCC4)C3)cc2)c1)C1CCCCC1 (centres undefined)	nt	-4%	nt	nt	6.4%
Cc1c(C(=O)N2CCCCC2)c(S(=O)(=O)NCc2ccccc2Cl)c(C)n1C	-9%	4%	1%	13%	0.7%
Cc1ccc(S(=O)(=O)N/N=C2/CC(=O)CC(C)(C)C2)cc1[N+](=O)[O-]	-3%	0%	-3%	4%	0.0%
CN1C(=O)N(C)C2(c3ccccc3)Nn3c(s/c(=C/c4ccccc4F)c3=O)=NC12c1ccccc1 (centres undefined)	1%	nt	2%	4%	nt
Cc1ccc(S(=O)(=O)NCCc2c[nH]c3ccccc23)cc1	15%	3%	2%	12%	0.8%
COc1cc(/C=N/NS(=O)(=O)c2ccc3ccccc3c2)ccc1OCc1ccc(C(=O)O)cc1	6%	-6%	2%	12%	7.1%

Fetched by structure from the entries so far (5):
SMILES	M. tuberculosis HTS	influenza NS1A	PhoP GFP inhibition	tuberculosis growth	inhibitors of VEEV	others
CN1C(=O)N(C)C2(c3ccccc3)Nn3c(s/c(=C/c4ccccc4F)c3=O)=NC12c1ccccc1 (centres undefined)	1%	nt	2%	4%	nt
COCCCNC(=O)CSc1nc2ccccc2c(=O)n1CCCN1CCCCC1	-2%	19%	5%	-11%	i
CC(=O)c1ccc(S(=O)(=O)Nc2cccc(-c3cn4c(n3)SCC4)c2)cc1	-3%	9%	1%	10%	1.1%
Cc1ccc(S(=O)(=O)N/N=C2/CC(=O)CC(C)(C)C2)cc1[N+](=O)[O-]	-3%	0%	-3%	4%	0.0%
CC(=O)Nc1cccc(C(=O)NC2CCCc3c2cnn3-c2ccc(C(C)(C)C)cc2)c1 (centres undefined)	?	7%	-17%	26%	2.9%

The list continues:
SMILES	M. tuberculosis HTS	influenza NS1A	PhoP GFP inhibition	tuberculosis growth	inhibitors of VEEV	others
Cc1[nH]nc(N)c1N=Nc1ccc(Br)cc1	37%	nt	11%	15%	nt
COc1cc(CN2CCN(Cc3ccc(SC)cc3)CC2)cc(OC)c1O	-8%	2%	0%	nt	1.3%
O=C(c1ccc2nc(-c3ccco3)c(-c3ccco3)nc2c1)N1CCC2(CC1)OCCO2	-5%	2%	7%	23%	1.4%
CCOc1ccc(N(CC(=O)NC2CCC(C)CC2)S(=O)(=O)c2c(C)noc2C)cc1 (centres undefined)	-4%	6%	-3%	8%	0.9%
Cc1cccc(/C=N/NC(=O)NC23CC4CC(CC(C4)C2)C3)n1	-1%	nt	4%	26%	8.4%
COC(=O)c1[nH]c2ccccc2c1NC(=O)c1ccccc1F	-9%	nt	2%	4%	2.7%
O=C(NCc1ccccc1)C1=C[C@@H](c2ccc3c(c2)OCO3)C[C@@H](OCCCCO)O1	4%	-3%	-7%	-6%	0.7%
c1ccc(N=C(c2cccs2)N2CCOCC2)cc1	8%	-7%	3%	-8%	0.4%
CN(C(=O)CSc1nnc(Cc2cccs2)n1C1CC1)C1CCS(=O)(=O)C1 (centres undefined)	nt	6%	nt	nt	0.9%
COc1ccc(NC(=O)COc2ccccc2Cc2ccccc2)cc1S(=O)(=O)N1CCOCC1	nt	-9%	nt	nt	7.2%
Cc1ccc(-c2csc(NC(=O)C3=COCCO3)n2)cc1C	?	2%	-2%	74%	7.7%
O=C(Nc1ccc(Br)cc1)c1cnccn1	-3%	2%	-9%	64%	1.0%
Cc1cc(Br)ccc1OCCOCCN1CCCC1	5%	-4%	-4%	30%	i
COc1ccc(CNC(=O)Nc2cc(C)cc(C)c2)cc1	-7%	9%	-11%	-8%	1.9%
CCOC(=O)C1=C(COC(=O)c2ccccc2[N+](=O)[O-])NC(=O)NC1C (centres undefined)	1%	-4%	2%	-13%	2.6%
CC(C)Oc1ccc(S(=O)(=O)N2CCOCC2)cc1NC(=O)C1=COCCO1	1%	-13%	-1%	8%	6.5%
Nc1nc2ccccc2cc1-c1cccs1	10%	-6%	31%	8%	0.1%
Cc1ccc(C)n1Cc1ccc(C(=O)O)cc1	3%	6%	-11%	-3%	0.9%
Cc1ccn2c(=O)nc(SCC(=O)NCc3ccc(F)cc3)nc2c1	-3%	12%	-5%	17%	5.8%
CC(=O)O[C@H]1C(=O)[C@@]2(C)C([C@H](OC(=O)c3ccccc3)[C@]3(O)C[C@H](OC(=O)[C@H](O)[C@@H](NC(=O)c4ccccc4)c4ccccc4)C(C)=C1C3(C)C)[C@]1(OC(C)=O)CO[C@@H]1C[C@H]2O (some centres undefined)	6%	-4%	-1%	78%	0.8%
C/C(=N\Nc1ccc(C(F)(F)F)cc1[N+](=O)[O-])C1CC1	-5%	26%	-13%	-6%	i
Cn1c(=NC(=O)c2ccco2)sc2cccc(F)c21	1%	5%	-2%	49%	1.3%
Cc1c(C#N)c2ccccc2n1CC(=O)N1CCCc2ccccc21	-4%	4%	-5%	-4%	4.1%
COc1ccc(/C=N/NC(=O)c2cccc([N+](=O)[O-])c2)cc1OS(=O)(=O)c1ccccc1	56%	3%	5%	10%	12%
CCCCN(C(=N)N1CCCCC1)c1nc(C)c([N+](=O)[O-])c(=O)[nH]1	-3%	-9%	-8%	-2%	0.1%
O=C(Nc1nc2ccc(Cl)cc2s1)C1CCCO1 (centres undefined)	0%	18%	2%	78%	2.4%
COc1ccc2c(=O)cc(-c3ccccc3)n(C)c2c1	-7%	8%	-14%	nt	0.3%
O=c1cnn(Cc2ccc(F)cc2)c2ccccc12	3%	-9%	-3%	5%	1.4%
CCOc1ccc(CCNC(=O)COC(=O)c2nn(C)c(=O)c3ccccc23)cc1OCC	-5%	5%	-2%	-19%	0.8%
CCCCn1c(SCC(=O)Nc2nnc(C(C)C)s2)nc2c1c(=O)n(C)c(=O)n2C	-10%	1%	-2%	11%	i	inhibitors of VEEV 10K pilot screen=0.5
Cn1c(=O)[nH]c(=O)c2c1nc(CN1CCN(c3ccc(F)cc3)CC1)n2CCN1CCOCC1	-4%	-6%	-10%	-2%	i
Cc1cc(NS(=O)(=O)c2ccc(NC(=S)NC(=O)c3cccc(S(=O)(=O)N(C)C)c3)cc2)no1	6%	-4%	-15%	55%	i
COc1ccc(C(=O)NCC(=O)OCC(=O)N2CCCc3ccccc32)cc1	-3%	4%	-2%	-14%	0.2%
O=C(NC1CCCC1)c1ncn[nH]1	3%	0%	-23%	-13%	i
CCOC(=O)c1cccc(NC(=O)COc2ccc([N+](=O)[O-])cc2)c1	70%	8%	10%	nt	i
O=C(NCCNc1ccc([N+](=O)[O-])cc1)c1cccs1	5%	-3%	-3%	18%	0.1%
Cc1ccccc1/C=C\c1nc(O)c([N+](=O)[O-])c(=O)[nH]1	8%	-19%	-8%	5%	i
OC(CNCc1ccc(F)cc1)(c1ccccc1)c1ccc(F)cc1 (centres undefined)	-15%	-5%	13%	6%	i
CCOc1ccc(S(=O)(=O)NC(C)C(=O)NCc2ccncc2)cc1 (centres undefined)	-3%	1%	-1%	-10%	0.3%
COC(=O)CCCNC(=O)CCc1nnc(-c2ccc(-c3ccccc3)cc2)o1	3%	-4%	-1%	3%	1.0%
Cc1cccc(N/C=C/C(=O)c2ccc(Cl)cc2)c1	-1%	-5%	-6%	8%	1.8%
Cc1ccccc1-n1c(SCC(=O)NCc2cccs2)nnc1-c1ccncc1	-12%	-5%	0%	-4%	0.2%
COc1ccc(Nc2cc(C)c3c(O)cccc3n2)cc1	6%	-2%	11µM*	37%	i
N#CCC(=N)N1CCN(c2ccc(F)cc2)CC1	-3%	6%	14%	-5%	i
CN(C(=O)COC(=O)c1ccc(F)c(S(=O)(=O)N2CCOCC2)c1)C1CCS(=O)(=O)C1 (centres undefined)	-6%	-5%	8%	1%	1.5%
O=C(NCC1CCCO1)c1ccc(-c2ccccc2Cl)o1 (centres undefined)	2%	4%	-6%	7%	5.1%
Cc1ccc(CNC(=O)Cn2cnc(C(=O)Nc3ccc(C)c(C)c3)n2)o1	nt	-4%	nt	nt	i
